Growth percent in the NCI-60 one-dose screen (48 h, 10 µM unless noted): 100 = growth as untreated, 0 = no growth, -100 = all killed.
NCI-H23: NCI-H23 lung cancer. hit rate 4% among 80,000. AID 1794731
NCI-H322M: NCI-H322M lung cancer; hit rate 2.7% among 80,000; AID 1794733
NCI-H226: NCI-H226 lung cancer; hit rate 3.5% among 79,000; AID 1794732
HT29: HT29 colon cancer | hit rate 7.4% among 81,000 | AID 1794748
HCT-15: HCT-15 colon cancer; hit rate 5.2% among 82,000
NCI-H522: NCI-H522 lung cancer. hit rate 8% among 78,000. AID 1794739
NCI-H460: NCI-H460 lung cancer | hit rate 6.8% among 82,000 | AID 1794736
COLO 205: COLO 205 colon cancer. hit rate 7.3% among 79,000. AID 1794742
SW-620: SW-620 colon cancer. hit rate 5.2% among 82,000
The depositor's hits bear a star; x = no result given; [ ] = another dose, or the depositor's remark. How the source made its calls: active means growth percent below 10; inactive means the rest.

canonical_smiles	NCI-H23	NCI-H322M	NCI-H226	HT29	HCT-15	NCI-H522	NCI-H460	COLO 205	SW-620
CCCCCCCC(C)(C)OC(=O)c1ccc([N+](=O)[O-])cc1	96	x	99	86	106	74	101	114	98
Cn1cc(-c2csc(-c3c[nH]c4ncccc34)n2)c2cc(Br)cnc21	32	60	49	51	67	-2.1*	7.2*	x	39
NC(N)=N/N=C/c1ccccc1S(=O)(=O)O	90	103	99	115	105	107	105	106	100
CCCCCN(CCCCC)CC(=O)O[C@H]1C[C@H]2CC[C@@]1(C)C2(C)C	96	117	96	104	102	88	113	113	101
O=C(O)CCSC1(SCCC(=O)O)CCCCC1	114	87	112	100	98	92	107	99	101
CNC(=O)NCN1C(=O)c2cccc3cccc(c23)C1=O	89	99	80	96	102	76	97	96	98
Cc1ccc(C2=NN3C(C2)c2ccccc2OC3c2cccnc2)cc1 (stereo unspecified)	93	96	89	111	95	82	96	112	96
COc1cc(-c2nn(C(C)(C)C)cc2-c2ccnc(NCCCNS(=O)(=O)c3ccc(C(F)(F)F)cc3)n2)ccc1F	85	98	75	72	72	77	78	103	95
Cn1cc(-c2csc(-c3c[nH]c4ccccc34)n2)c2cnccc21	85	90	88	-1.8*	-60*	-40*	-18*	-37*	-48*
O=c1[nH]c2cc(-c3ccccc3)nn2c2ccccc12	97	107	104	96	74	89	131	132	125
Cc1[nH]c(N)nc(=S)c1Br	101	97	98	106	102	94	110	106	109
Cc1ccc(C(=O)C/C(=C/c2ccc(-c3ccc(Cl)cc3)o2)C(=O)NCc2ccc(F)cc2)cc1	87	96	81	75	79	85	85	87	96
CCCCOC(=O)CCC(Br)(Br)Br	99	105	94	108	110	103	105	112	108
CC(=O)N1C(=O)C2C3C=CC(C3)C2C(=O)N1C(C)=O (stereo unspecified)	96	87	91	93	104	80	109	129	96
C=C1C(=O)O[C@H]2[C@H]1CC/C(COC(=O)NCC(C)c1ccc(CC(C)C)cc1)=C\CC[C@@]1(C)O[C@@H]21 (stereo partly specified)	31	87	61	-61*	-59*	-64*	20	-50*	-59*
CC(=O)C1=C(O)/C(=C\c2ccccc2)OC1=O	104	116	99	111	104	105	107	111	104
CCCC1(C=O)NC(=O)N(C)C1=O (stereo unspecified)	93	93	109	95	107	86	108	113	100
CN(C)CCOc1ccc(Nc2cc(NCc3ccco3)ncn2)cc1	99	98	86	95	101	100	104	116	100
CCOC(=O)CC(=O)NC(C)(C)CCCCC(C)(C)NC(=O)CC(=O)OCC	97	118	100	101	102	93	108	107	100
Cc1cc(=O)n(C)c(SCC(=O)Nc2ccc(Br)cc2)n1	90	93	90	78	94	57	94	110	95
COc1cc2c(cc1OC)-c1ccc3cc4c(cc3c1N(CCN1CCCC1)C2)OCO4	11	5.9*	-3.3*	-51*	41	-40*	-19*	x	-40*
NC(=O)c1cccc(-n2ccc3cc(NC(=O)Nc4ccc(Cl)c(C(F)(F)F)c4)ccc32)n1	82	x	66	62	57	65	68	86	111
COC(=O)c1nc(-c2ccccc2)oc1S(=O)(=O)N1CCN(c2ccc(OC)cc2)CC1	89	91	92	44	43	48	98	62	41
C=C(C)[C@@H]1CCC=C2CC[C@]3(C)[C@H](CC[C@@H]4[C@@]5(C)Cc6c(n(CC#CCN7CCN(C)CC7)c7ccccc67)C(C)(C)[C@@H]5CC[C@]43C)[C@H]21	104	107	100	94	94	100	101	122	99
COc1ccc(C(=O)Nn2c(N)cc3cc(Br)ccc3c2=O)cc1	95	100	94	107	99	102	112	123	108
CC1=COC(C)(C2NC(C)(C)CC(C)O2)CC1 (stereo unspecified)	100	112	106	135	111	138	107	108	106
CC(=O)OCC1OC(OC(C)=O)C(Cn2cc(COc3ccc4c(c3)NC(=O)CC4)nn2)C(OC(C)=O)C1OC(C)=O (stereo unspecified)	x	107	125	107	105	91	114	114	109
CCC(O)(c1ccccc1)c1ccccc1	102	97	99	103	106	101	107	x	107
Cc1c(C(=O)NNC(=O)c2ccc(Cl)cc2)nnn1-c1ccc(F)cc1	104	94	99	94	100	91	101	107	x
CC(=O)O[C@@H]1CCN2C(=O)Nc3ccccc3[C@@H]2C1	102	103	101	103	103	96	104	110	116
COC(=O)/C(CCC=C(C)C)=C1\[C@@H](OC(C)=O)C[C@@]2(C)[C@H]1C[C@@H](O)[C@H]1[C@@]3(C)CC[C@H](N4CCOC4)[C@@H](C)[C@@H]3CC[C@@]12C	92	105	x	93	91	104	99	107	99
Cc1c(C(=O)NNC(=O)c2ccc(Br)cc2)sc2ncc(-c3ccc(Br)cc3)n12	85[7 µM]	109[7 µM]	91[7 µM]	109[7 µM]	96[7 µM]	93[7 µM]	104[7 µM]	123[7 µM]	112[7 µM]
C=C(C)Cn1c(=O)n(CC(=C)C)c(=O)n(CC(=C)C)c1=O	93	110	95	105	98	72	107	x	109
CC(C)(C)c1nc(-c2ccc(O)c(O)c2)cs1	69	93	94	93	36	21	33	93	29
COC(=O)CC1=C(c2ccc([N+](=O)[O-])cc2)CCC1=O	100	115	94	107	90	x	103	98	101
CC(C)CNNCC(C)C	98	115	112	104	100	96	112	107	116
COc1ccc(OCC(O)CN2CCN(c3cccc(C)c3)CC2)cc1 (stereo unspecified)	104	104	129	99	108	95	105	93	103
COc1cc(C=C2C(=O)NC(=S)NC2=O)cc(CN2CCOCC2)c1O	106	105	107	108	106	103	106	111	105
O=C1NC(=S)NC(=O)C1=Cc1cn(Cc2ccccn2)c2ccccc12	78	96	87	72	43	77	11	58	48
CCc1cc2c(c3c1C(=O)CC3)C(C)(C)CCC2(C)C	96	94	94	95	102	78	108	96	112
CCCCC(CCc1ccccc1[N+](=O)[O-])(C(C)=O)C(=O)OCC (stereo unspecified)	87	98	87	109	100	97	99	96	84
C/C(=N/NC(N)=S)c1sc(Nc2cccc(O)c2)nc1C	90	97	102	103	91	88	98	114	97
CC(C(N)=O)N1CCN(c2ccccc2)CC1 (stereo unspecified)	98	101	110	95	108	98	104	118	x
Cc1cc(C)n(C(=O)c2c(C)[nH]c(-c3nc4ccccc4[nH]3)c2C)n1	97	99	95	96	98	89	89	x	101
NS(=O)(=O)c1ccccc1	100	115	106	101	106	102	105	106	98
O/N=C\c1cc(-c2ccc(Br)cc2)on1	99	102	99	106	101	92	104	111	97
CN(C)C(=S)Nc1ccc(S(=O)(=O)N2CCCCC2)cc1	106	94	95	x	107	107	106	115	104
CNC(=O)c1cc(Oc2ccc3nc(NC(=O)c4cccc(Cl)n4)sc3c2)ccn1	83	93	76	96	92	70	90	105	105

Of the compounds above, these contain an aryl methoxy group.
canonical_smiles	NCI-H23	NCI-H322M	NCI-H226	HT29	HCT-15	NCI-H522	NCI-H460	COLO 205	SW-620
COc1cc(-c2nn(C(C)(C)C)cc2-c2ccnc(NCCCNS(=O)(=O)c3ccc(C(F)(F)F)cc3)n2)ccc1F	85	98	75	72	72	77	78	103	95
COc1cc2c(cc1OC)-c1ccc3cc4c(cc3c1N(CCN1CCCC1)C2)OCO4	11	5.9*	-3.3*	-51*	41	-40*	-19*	x	-40*
COC(=O)c1nc(-c2ccccc2)oc1S(=O)(=O)N1CCN(c2ccc(OC)cc2)CC1	89	91	92	44	43	48	98	62	41
COc1ccc(C(=O)Nn2c(N)cc3cc(Br)ccc3c2=O)cc1	95	100	94	107	99	102	112	123	108
COc1ccc(OCC(O)CN2CCN(c3cccc(C)c3)CC2)cc1 (stereo unspecified)	104	104	129	99	108	95	105	93	103
COc1cc(C=C2C(=O)NC(=S)NC2=O)cc(CN2CCOCC2)c1O	106	105	107	108	106	103	106	111	105

(list continues)
canonical_smiles	NCI-H23	NCI-H322M	NCI-H226	HT29	HCT-15	NCI-H522	NCI-H460	COLO 205	SW-620
CNC(=O)C(C(=O)OC)c1ccccc1 (stereo unspecified)	99	x	101	108	96	100	105	109	105
CC1(C)NC(=O)c2[nH]c3c(Cl)c(Cl)ccc3c2C1C#N (stereo unspecified)	76	90	54	78	88	68	89	92	105
Cc1cc(O)c2c(c1O)C(=O)C13C(=C2O)C(=O)C2C(O)C1C1C(O)C3C(=O)C3=C(O)c4c(O)cc(C)c(O)c4C(=O)C321 (stereo unspecified)	32	19	-2.7*	3.7*	16	5.7*	0.1*	-30*	8.3*
CCOC(=O)C1=C(CSc2nnnn2-c2ccccc2)N(C)C(=O)NC1c1ccccc1 (stereo unspecified)	92	82	97	112	93	87	115	128	114
C=C1CC[C@@H]2[C@](C)(COC(C)=O)[C@H](OC(C)=O)CC[C@@]2(C)[C@@H]1CC(NC(=O)c1cnccn1)C1=CCOC1=O (stereo partly specified)	100	107	92	102	97	66	102	99	100
CC(O)COc1ccccc1Cl (stereo unspecified)	97	109	107	106	98	x	107	110	106
O=c1oc2ccc(OS(=O)(=O)c3ccccc3)cc2c2c1CCCCCC2	96	99	92	39	75	88	94	66	78
Nc1ccc2ccccc2c1[N+](=O)[O-]	99	127	x	105	104	90	126	107	130
CN1CCN(S(=O)(=O)c2ccc(NC(=O)C(Cl)Cl)cc2)CC1	98	109	120	106	99	99	103	116	104
Nc1nc(C(=O)N/N=C/c2ccccc2)nn1-c1ccc(S(N)(=O)=O)cc1	97	94	98	105	108	88	106	107	92
CCN(CC)CCOC(=O)c1ccc(NC(=O)COc2ccc3ccccc3c2)cc1	89	99	101	77	96	51	107	115	93
Cc1ccc(NC(=O)CS(=O)(=O)c2nc3ccccc3nc2C)cc1	x	99	96	118	91	101	100	117	102
O=C1N[C@@H]2[C@@H](O)[C@@H](O)[C@H](O)C[C@H]2c2cc3c(c(O)c21)OCCO3	-41*	-24*	-11*	-15*	-12*	-36*	1.3*	-49*	4.9*
O=S(=O)(NCCNc1nccc(-c2c(-c3cccc(O)c3)nc3sccn23)n1)c1ccccc1	61	59	67	37	78	53	50	21	74
CN(C)c1ccc(C(=O)Nc2nc3c(F)c(F)c(F)c(F)c3s2)cc1	95	98	103	105	100	80	103	118	106
Cc1ccc(CNC(=O)c2[nH]c3ccccc3c2Cl)cc1	95	111	97	100	106	106	89	100	90
N#Cc1ccc(C(=O)CSc2nc3c(c(Nc4ccc(S(N)(=O)=O)cc4)n2)CCCC3)cc1	95	99	83	102	93	88	102	111	103
NS(=O)(=O)c1cccc(Nc2nc(SCc3ccccc3)nc3ccccc23)c1	x	93	107	106	92	95	98	114	101
O=C(Nc1ccccc1)Nc1cccc(-n2cc(-c3ccncc3)c(-c3ccc(O)c(Cl)c3)n2)c1	74	43	94	65	25	51	25	111	51
O=c1[nH]c(=S)ccn1C1OC(CO)C(O)C1O (stereo unspecified)	98	100	88	63	62	61	45	60	93
Nc1ccc(-c2nc3nc(N)nc(N)c3nc2-c2ccc(N)cc2)cc1	88	88	110	113	104	101	112	108	97
COc1ccc(C2=NOC(C(=O)N(CCO)CCO)C2)cc1OC1CCCC1 (stereo unspecified)	103	105	x	108	99	96	103	x	101
CCOC(=O)C(=CNc1cccc(Cl)c1)C(=O)OCC	91	91	101	91	94	89	106	104	109
COc1ccc(-c2nc(-c3cc(OC)cc(OC)c3)[nH]c2-c2ccc(OC)cc2)cc1	39	61	49	17	45	21	48	34	74
CC(=O)[C@H]1CCC2C3CCC4=CC(=O)CC[C@]4(C)C3CC[C@@]21C (stereo partly specified)	71	x	89	70	79	x	92	88	99
Cc1ccc(-c2cc(C(=O)N3N=C(c4ccc(N)cc4)CC3c3ccc(Cl)cc3)c3ccccc3n2)cc1 (stereo unspecified)	49	48	72	-1.8*	30	-2.3*	13	2.0*	34
O=C(Nc1cc(Cl)ccc1Cl)Nc1ccc(Cl)cc1C(=O)c1ccccc1	54	64	68	66	33	65	38	86	69
O=[N+]([O-])c1ccc(OS(=O)(=O)c2ccc(Cl)cc2)cc1	104	101	93	102	95	107	102	123	107
Cc1ccc(C2=NN3C(C2)c2ccccc2OC3c2ccccc2)o1 (stereo unspecified)	100	96	87	107	94	86	99	115	101
NC(=O)N/N=C1\CCn2cccc21	103	x	99	103	106	109	108	105	101
COc1ccc2c(c1)O/C(=C\c1ccccc1OC)C2=O	106	95	95	110	91	92	105	124	89
S=C(Nc1ccc(Cl)cc1)c1ccccn1	83	97	88	94	98	74	101	110	100
CC12CCC3C(CCC4CC(=O)/C(=C\O)CC43C)C1CCC(=O)O2 (stereo unspecified)	99	108	113	108	121	108	115	150	110
COc1cc(-c2cc3cnccc3c3nc(N)c4ccncc4c23)cc(OC)c1OC	64	59	56	48	39	57	55	x	47
CC(C)CCC[C@@H](C)[C@H]1CC[C@H]2[C@@H]3CC=C4c5sc(N)nc5CC[C@]4(C)[C@H]3CC[C@]12C	99	91	97	92	94	90	88	102	89
Nc1cc(N)cc(C(=O)c2ccccc2)c1	107	113	90	100	104	99	105	107	99
O=C1OC2(OC(=O)C3C=CC=CC3N2c2ccc(C(F)(F)F)cc2)c2ccccc21 (stereo unspecified)	93	86	109	99	83	96	100	117	100

Complete entries, quoted from the list:
CC12CCC3C(CCC4CC(=O)/C(=C\O)CC43C)C1CCC(=O)O2 (stereo unspecified) is listed as NCI-H23 = 99; NCI-H322M = 108; NCI-H226 = 113; HT29 = 108; HCT-15 = 121; NCI-H522 = 108; NCI-H460 = 115; COLO 205 = 150; SW-620 = 110
Nc1cc(N)cc(C(=O)c2ccccc2)c1 is listed as NCI-H23 = 107; NCI-H322M = 113; NCI-H226 = 90; HT29 = 100; HCT-15 = 104; NCI-H522 = 99; NCI-H460 = 105; COLO 205 = 107; SW-620 = 99

High-throughput results as filed in PubChem BioAssay.
